E coli WT exp: E. coli BW25113 growth inhibition, expanded screen; OD600 absorbance; growth inhibition, % at 100 µM; hit rate 0.15% among 98,000;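 active means growth inhibition above about 50% at one test dose, limit read from the data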;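 further: growth measured after 20 h incubation at 37 °C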
PostGolgi yeast: growth inhibition of a yeast mutant, post-Golgi transport screen. post-Golgi transport phenotypic cell assay. inhibition, % at 10 µM. hit rate 0.9% among 98,000. AID 739;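 further: yeast cells grown in 1536-well plates; yeast grown about 18 h at 30C before absorbance read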
PostGolgi ctrl: inhibits growth of the yeast control strain | efflux-deficient yeast background strain, growth absorbance A615, 16 h | AID 738 | hit rate 5% among 98,000 | inhibition, % at 10 µM
PLAP activator: human PLAP activation; purified PLAP enzyme, luminescent substrate read-out; stronger effect = higher value; P05187; hit rate 1.2% among 96,000; activation fold at 20 µM; in the data active means activation fold above about 2
Target sequence (P05187 whole entry, looked up): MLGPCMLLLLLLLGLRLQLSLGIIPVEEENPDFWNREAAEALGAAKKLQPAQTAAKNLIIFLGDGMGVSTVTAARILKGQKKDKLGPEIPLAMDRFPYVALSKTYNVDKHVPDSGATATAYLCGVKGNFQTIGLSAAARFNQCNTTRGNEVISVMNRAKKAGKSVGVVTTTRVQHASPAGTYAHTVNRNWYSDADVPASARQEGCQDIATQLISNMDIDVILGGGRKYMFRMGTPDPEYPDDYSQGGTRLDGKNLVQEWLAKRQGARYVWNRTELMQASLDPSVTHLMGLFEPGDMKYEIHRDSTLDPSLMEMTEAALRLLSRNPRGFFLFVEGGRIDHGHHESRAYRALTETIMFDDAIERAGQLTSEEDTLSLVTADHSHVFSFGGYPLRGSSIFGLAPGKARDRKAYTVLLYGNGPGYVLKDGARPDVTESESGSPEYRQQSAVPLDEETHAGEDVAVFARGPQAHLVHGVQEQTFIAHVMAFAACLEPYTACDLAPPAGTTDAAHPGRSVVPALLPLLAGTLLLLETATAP
sEH activator: activators of human soluble epoxide hydrolase; P34913; purified human sEH enzymatic activity, activator screen; activation, % at 2 µM; hit rate 0.04% among 91,000; AID 717; in the data active means activation above about 37%; further: values of inactives mirror those of a sister screen read the other way
Target sequence (P34913 whole entry, looked up): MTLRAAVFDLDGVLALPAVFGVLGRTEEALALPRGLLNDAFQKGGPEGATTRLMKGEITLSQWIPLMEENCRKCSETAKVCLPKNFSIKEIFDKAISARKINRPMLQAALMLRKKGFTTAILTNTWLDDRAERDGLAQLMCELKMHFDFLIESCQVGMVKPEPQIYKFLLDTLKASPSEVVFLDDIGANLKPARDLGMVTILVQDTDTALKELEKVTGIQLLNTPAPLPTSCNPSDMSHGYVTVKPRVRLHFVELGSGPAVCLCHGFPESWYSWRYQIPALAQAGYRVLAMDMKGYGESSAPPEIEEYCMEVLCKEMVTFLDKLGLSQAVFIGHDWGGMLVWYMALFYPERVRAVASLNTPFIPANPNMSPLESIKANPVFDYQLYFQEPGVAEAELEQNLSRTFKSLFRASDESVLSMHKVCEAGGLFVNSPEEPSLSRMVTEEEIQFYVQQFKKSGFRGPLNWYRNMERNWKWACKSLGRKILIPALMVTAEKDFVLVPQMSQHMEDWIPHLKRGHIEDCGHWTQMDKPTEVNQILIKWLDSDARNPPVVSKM
S1P2 agonist: S1P2 (human) receptor agonism; O95136; S1P2-expressing cell line, agonist reporter read-out; activation, % at 4.5 µM; hit rate 0.46% among 97,000; AID 729; in the data active means activation above about 16%;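 further: 0% = vehicle low control and 100% = maximal reference agonist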
Mac1 fbg inh: inhibitors of human CD11b/CD18 binding to fibrinogen | P05107+P11215 | K562 CD11b/CD18 adhesion to fibrinogen, ATPlite luminescence; Mn2+ added to activate the integrin | inhibition, % at 10 µM | hit rate 0.54% among 93,000;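 active means primary inhibition of 50% or more at 10 µM, then 40% or more on retest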; further: some results filed as inactive read as strong as hits
S1P2 antag: blocks the human S1P2 receptor; hit rate 0.21% among 97,000; inhibition, % at 5 µM; cell-based S1P2 antagonist assay, inhibition at 5 uM; O95136; AID 736; in the data active means inhibition above about 45%;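 further: CRE beta-lactamase reporter cells expressing human S1P2 stimulated with S1P; 0% = agonist at EC80 alone and 100% = agonist plus reference antagonist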
sEH inhibitor: soluble epoxide hydrolase (human) inhibition; recombinant human sEH enzymatic activity assay; inhibition, % at 2 µM; hit rate 0.34% among 91,000; AID 707; in the data active means inhibition above about 80%; further: values of inactives mirror those of a sister screen read the other way; many of its hits are not listed in these tables
* hit, by the source's call; nt = no result given; & = joins results of further samples. Unless noted, no stated cut-off is given here; in the data, active means inhibition above about 30%; inactive means the rest. The list is partial. The share of hits here may be higher or lower than overall.

SMILES	E coli WT exp	PostGolgi yeast	PostGolgi ctrl	PLAP activator	sEH activator	S1P2 agonist	Mac1 fbg inh	S1P2 antag	sEH inhibitor
CC(=NCCN1CCOCC1)c1c(O)n(C2CCCCC2)c(=O)[nH]c1=O	-2	4	6	1.1	-9	-9	-12	-21	7
Cc1cc(OCC(=O)OC(C)C)c2c3c(c(=O)oc2c1)CCCC3	-5	9	17	1.2	nt	2	nt	-27	nt
O=c1[nH]c(=O)n(-c2cccc(Cl)c2)c(O)c1/C=N/c1ccccn1	1	12	2	0.9	0	-2	6	-11	0
CC12CN3CC(c4ccccc4)(CN(C1)C31CCCCC1)C2=O	0	4	2	1.4	0	2	-6	-8	-1
OC1(c2ccccc2F)CC2CCC(C1)N2CCN1CCOCC1 (centres undefined)	4	14	-6	1	-3	-12	0	11	1
COc1ccc(Cn2c(O)c(C=NCCCn3ccnc3)c(=O)[nH]c2=O)cc1	-9	-1	1	1.3	11	-3	-8	13	-7
CCC(=NCc1ccco1)c1c(O)n(-c2ccccc2)c(=O)[nH]c1=O	2	0	-1	1	-6	-1	-6	15	6
O=C(CN1CCN(Cc2ccc(Cl)cc2)C1=O)N1CCC2(CC1)OCCO2	5	-6	-11	1.3	-6	-2	-1	-9	5
O=C(Nc1cccc(C(F)(F)F)c1)c1cccn(Cc2ccc3c(c2)OC(F)(F)O3)c1=O	-19	8	32*	1.3	-5	-14	nt	-3	8
O=[N+]([O-])c1ccc(N2CCNCC2)cc1NC1CC1	0	2	11	0.9	2	-3	nt	-2	-4
Cn1c(=O)cc(OCCCC(=O)N2CCC3(CC2)OCCO3)c2ccccc21	7	6	1	1.2	8	-4	1	-6	-5
O=C(Cn1ncc2c3ccccc3n(Cc3ccccc3F)c2c1=O)N1CCC2(CC1)OCCO2	-6	55*	10	1	nt	nt	0	nt	nt
CC(C)c1ccc(OCC(=O)N2CCN(C)CC2)c(Br)c1	3	5	-12	1.2	-9	-7	-12	10	7
CCOC(=O)C1=C(N)Oc2cc(C)oc(=O)c2C12C(=O)N1c3c(cc(OC)cc32)C(C)=CC1(C)C (centres undefined)	-3	-8	-2	1.5	-5	-3	-9	-21	9
O=P1(NC2CCCC2)COc2ccccc2OC1	4	-2	8	1	8	-1	-8	0	-7
Cc1ccc2cccc(OC(=O)N3CCCC3)c2n1	8	1	4	1	10	-6	-26	-5	-9
Cc1nc2ccccc2c(=O)n1-c1ccccc1C(F)(F)F	0	-7	0	1.1	5	-7	3	-20	-2
CCCCc1nc2ccccc2c(=O)n1-c1ccc(O)cc1	5	1	-1	nt	6	-4	nt	4	-8
CCC(C)n1c(O)c(C(c2ccccn2)c2c(O)n(C(C)CC)c(=S)[nH]c2=O)c(=O)[nH]c1=S (centres undefined)	1	5	-2	1.5	-10	0	-26	-8	13
O=C(C1CC(c2ccccc2O)=NO1)N1CCC2(CC1)OCCO2 (centres undefined)	2	-8	7	1.1	0	-7	-8	10	3
CN1CCC(n2nccc2N)CC1	0	14	14	1.5	11	-2	-14	8	-13
ON1C2CCCCC2N(O)C1c1ccccc1 (centres undefined)	-2	13	3	1.3	2	0	-41	-15	0
CC(C)n1cc(C(=O)N(CC(=O)NC2CCCC2)Cc2ccccc2)cn1	-4	5	7	1.1	-10	-1	2	4	9
O=C1C2CCN(CC2)C1Cc1ccccc1O (centres undefined)	-3	2	0	1	-16	-7	20	8	14
CCC(C)(C)n1nnnc1C(c1cccs1)N1CC=C(c2ccc(F)cc2)CC1 (centres undefined)	-11	4	41*	1.1	2	-6	-1	-2	-3
O=C(c1cc2nc(-c3ccccc3)cc(-c3ccccc3)n2n1)N1CCC2(CC1)OCCO2	-11	-5	30	1.6	12	0	5	-15	-10
CCOCCN1CCC(OC(C)=O)C(C)C1 (centres undefined)	-4	-2	3	1.1	nt	-5	nt	11	nt
Cn1c(=O)cc(OCC(=O)N2CCN(C3CCCCC3)CC2)c2ccccc21	6	4	0	1.4	6	-7	-8	11	-6
O=c1c2cc([N+](=O)[O-])ccc2nc(CN2CCOCC2)n1-c1ccccc1F	-6	4	4	1.1	-4	-3	37	22	4
CC12CN3CC(C)(CN(C1)C31CCSCC1)C2=O	6	-3	4	1.1	4	-6	nt	11	-4
NP(=O)(OCC(F)(F)F)Oc1ccccc1 (centres undefined)	nt	nt	nt	nt	2	-1	nt	-24	1
COP(=O)(CC(=O)O)c1ccccc1 (centres undefined)	6	-2	-13	1	6	-3	1	14	-5
Cc1nn(C2CCOC(C)(C)C2)c2c1C(c1ccc3c(c1)OCO3)SCC(=O)N2 (centres undefined)	-10	-18	23	1.4	-1	-6	2	8	5
CCOC(=O)C(O)(c1ccc(N(C)C(=O)COc2ccccc2)cc1)C(F)(F)F (centres undefined)	nt	nt	nt	nt	2	-3	nt	-24	-4
O=C(Nc1cccnc1)c1c(O)c2c(n(Cc3ccccc3)c1=O)CCCC2	-7	-1	38*	1.2	nt	-5	13	7	nt
CN1C(=O)NC(=O)C2(Cc3ccccc3N3CCOCC32)C1=O (centres undefined)	1	-2	0	1	10	-5	-4	3	-9
Cc1cccc(CSc2nc3c(cc2C#N)CN(C)CC3)c1	6	-2	12	1.2	0	-11	7	-77	3
Fc1ccc(CCNCc2cccc(Cl)c2)cc1	23	-2	3	0.9	-23	-5	1	12	24
COC(=NC1CCCC1)C(O)c1c[nH]c2ccccc12 (centres undefined)	nt	nt	nt	nt	15	-2	nt	3	-14
O=c1[nH]c(=O)n(Cc2ccccc2)c(O)c1C=NCCCO	-2	-1	0	0.8	3	-1	-1	7	-5
O=C(C1CCC(=O)N1C1CCCC1)N1CCC2(CC1)OCCO2 (centres undefined)	-3	3	-5	1.1	-1	-3	-24	15	0
O=C(Cn1ncc2ccccc21)N1CCC2(CC1)OCCO2	-9	15	3	1.1	2	0	-8	8	-1
CCCCOP(=O)(CN1CCOCC1)OCCCC	8	14	-5	0.9	6	-3	nt	13	-6
Cn1c(O)c(C=NCCN2CCNCC2)c(=O)n(C)c1=O	nt	nt	nt	nt	8	0	nt	-16	-2
Cc1cccnc1-n1c(CN2C(=O)c3ccccc3C2=O)nc2ccccc2c1=O	-11	8	12	0.9	1	0	-15	-27	4
CCC(CC)N1CCN(C(=O)Cc2ccccc2)CC1	nt	nt	nt	nt	4	-2	nt	-7	-1
CCCCn1c(O)c(C(CC)=NCCN2CCOCC2)c(=O)[nH]c1=O	6	6	4	1.8	3	-2	28	-11	-4
CCN(CC)CCCC(C)N=C(c1ccccc1)c1c(O)n(C)c(=O)n(C)c1=O (centres undefined)	2	-7	1	1.7	-2	-10	3	-6	3
COc1ccc(CCNCc2ccc(SC)cc2)cc1	24	1	4	0.8	-7	-1	nt	3	5
COc1cc(/C=C2\C(=O)NC(=O)N(c3ccccc3)C2=O)cc(OC)c1O	-9	0	4	0.9	1	2	-1	-14	0
Later entries:
SMILES	E coli WT exp	PostGolgi yeast	PostGolgi ctrl	PLAP activator	sEH activator	S1P2 agonist	Mac1 fbg inh	S1P2 antag	sEH inhibitor
CCn1cc(C(=O)c2cccs2)c2ccccc21	-4	0	5	0.7	8	-5	-9	-2	-8
Cc1ccc(C)c(C2(O)CC(C)N(C)CC2C)c1 (centres undefined)	-5	-3	28	1.1	nt	-3	3	8	nt
COc1ccc(CCNCc2ccncc2)cc1	0	5	1	1	-1	0	-1	-10	-1
C=CCn1c(O)c(C(C)=NCc2cc(OC)cc(OC)c2)c(=O)[nH]c1=O	-1	-1	8	1.7	11	0	-14	-10	-15
O=C1NC(c2cccnc2)Nc2sc3c(c21)CCCC3 (centres undefined)	nt	nt	nt	nt	-2	-4	nt	11	4
Cc1ccccc1-n1c(-c2ccco2)nc2ccccc2c1=O	nt	nt	nt	nt	10	-3	nt	0	-12
Cc1cccc(CS(=O)(=O)Cc2ccc(C(=O)N3CCC4(CC3)OCCO4)o2)c1	10	5	-10	1.4	nt	nt	-15	nt	nt
CCCC(C)C1(CC)C(=O)NC(=Nc2ccccc2OC)NC1=O (centres undefined)	-1	2	5	0.9	0	-5	-21	23	-1
Cc1cccc(-n2c(O)c(C=NCCCN3CCOCC3)c(=O)[nH]c2=O)c1C	-8	13	-2	1	-7	-4	2	2	9
CCOC(=O)C1=C(N)Oc2cc(C)oc(=O)c2C12C(=O)N1c3c(cccc32)C(C)CC1(C)C (centres undefined)	-10	7	15	1.4	12	-1	-1	9	-14
CC(C)C/C(=N/O)c1c[nH]c2ccccc12	14	-8	10	1.1	4	0	-4	-13	-4
Cc1ccnc(-n2c(-c3ccccc3)nc3ccccc3c2=O)c1	-2	0	34*	1	-7	-7	-42	-8	6
O=C(c1ccco1)c1cn(Cc2ccccc2)c2ccccc12	-8	7	-1	0.8	16	-3	-6	-10	-21
COc1ccc(-n2c(O)c(C=Nc3c(C)n(C)n(-c4ccccc4)c3=O)c(=O)[nH]c2=O)cc1	2	-1	-1	0.9	12	-8	-11	5	-11
O=C1NC(=O)C2(C(=O)N1)C(c1ccc(F)cc1)NC(=S)NC2c1ccc(F)cc1 (centres undefined)	3	9	4	0.9	1	-4	-8	-8	-4
CN1CCc2c(c(N3CCCCC3)nc3n[nH]c(N)c23)C1	1	-3	2	1.3	4	-2	nt	-17	-4
COc1ccc(/C=N/N=C(/N)N[N+](=O)[O-])c(OC)c1	15	4	8	1	20	-4	-17	10	-19
CC(C)CNC(=O)c1c(N)n(Cc2ccc3c(c2)OCO3)c2nc3ccccc3nc12	-27	1	12	1.2	6	67*	-3	-140	-6
COc1ccc(C2SCC(=O)Nc3c2c(C)nn3C2CCOC(C)(C)C2)cc1 (centres undefined)	2	0	-6	1.3	nt	1	nt	-6	nt
Cc1cccc(N2CCN(CCc3ccccc3)CC2)c1C	26	-6	12	1.3	1	-1	nt	14	0

Arranged by molecular weight (rising): part of the list above.
SMILES	E coli WT exp	PostGolgi yeast	PostGolgi ctrl	PLAP activator	sEH activator	S1P2 agonist	Mac1 fbg inh	S1P2 antag	sEH inhibitor
CN1CCc2c(c(N3CCCCC3)nc3n[nH]c(N)c23)C1	1	-3	2	1.3	4	-2	nt	-17	-4
Cc1cccc(N2CCN(CCc3ccccc3)CC2)c1C	26	-6	12	1.3	1	-1	nt	14	0
COc1ccc(C2SCC(=O)Nc3c2c(C)nn3C2CCOC(C)(C)C2)cc1 (centres undefined)	2	0	-6	1.3	nt	1	nt	-6	nt

Continued:
SMILES	E coli WT exp	PostGolgi yeast	PostGolgi ctrl	PLAP activator	sEH activator	S1P2 agonist	Mac1 fbg inh	S1P2 antag	sEH inhibitor
CC(C)NS(=O)(=O)c1ccc(OCC(=O)N2CCN(C)CC2)cc1	5	4	2	1.2	0	-5	28	6	-1
CC(=O)OC1C2CCCC1C(N1CCCC1)CC2 (centres undefined)	5&-1	-3&7	5&-6	1&1.1	20&-6	0&-4	11	-17&-29	-21&6
CCOC(=O)c1c(N)n(CCCOC(=O)c2ccco2)c2nc3ccccc3nc12	-6	13	0	1.8	13	1	-22	-7	-11
CC(C)CCNC(=O)c1c(N)n(CC2CCCO2)c2nc3ccccc3nc12 (centres undefined)	-10	-2	57*	2.1*	21	40*	-26	-62	-21

In the list so far, these contain fluorine:
SMILES	E coli WT exp	PostGolgi yeast	PostGolgi ctrl	PLAP activator	sEH activator	S1P2 agonist	Mac1 fbg inh	S1P2 antag	sEH inhibitor
OC1(c2ccccc2F)CC2CCC(C1)N2CCN1CCOCC1 (centres undefined)	4	14	-6	1	-3	-12	0	11	1
O=C(Nc1cccc(C(F)(F)F)c1)c1cccn(Cc2ccc3c(c2)OC(F)(F)O3)c1=O	-19	8	32*	1.3	-5	-14	nt	-3	8
O=C(Cn1ncc2c3ccccc3n(Cc3ccccc3F)c2c1=O)N1CCC2(CC1)OCCO2	-6	55*	10	1	nt	nt	0	nt	nt
Cc1nc2ccccc2c(=O)n1-c1ccccc1C(F)(F)F	0	-7	0	1.1	5	-7	3	-20	-2
CCC(C)(C)n1nnnc1C(c1cccs1)N1CC=C(c2ccc(F)cc2)CC1 (centres undefined)	-11	4	41*	1.1	2	-6	-1	-2	-3
O=c1c2cc([N+](=O)[O-])ccc2nc(CN2CCOCC2)n1-c1ccccc1F	-6	4	4	1.1	-4	-3	37	22	4
NP(=O)(OCC(F)(F)F)Oc1ccccc1 (centres undefined)	nt	nt	nt	nt	2	-1	nt	-24	1
CCOC(=O)C(O)(c1ccc(N(C)C(=O)COc2ccccc2)cc1)C(F)(F)F (centres undefined)	nt	nt	nt	nt	2	-3	nt	-24	-4
Fc1ccc(CCNCc2cccc(Cl)c2)cc1	23	-2	3	0.9	-23	-5	1	12	24
O=C1NC(=O)C2(C(=O)N1)C(c1ccc(F)cc1)NC(=S)NC2c1ccc(F)cc1 (centres undefined)	3	9	4	0.9	1	-4	-8	-8	-4

Screens deposited in PubChem BioAssay by several laboratories.
